Screening data deposited in PubChem BioAssay by several laboratories.
MEX-5 binding = C. elegans MEX-5 TCR-2 RNA binding activity; actives 0.38% (n = 300,000); Q9XUB2; AID 1832; MEX-5/FITC-TCR2 RNA binding, fluorescence polarization; hits give low values; activity score (negative = inhibition of binding), % at 10 µM;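 active means inhibition past about -25% in most replicates, and total fluorescence under double the plate's negative control median, limit read from the data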;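 further: 0% = DMSO and -100% = 5 µM competing unlabeled TCR2 RNA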
GLD-1 TGE inh = GLD-1-TGE RNA interaction inhibition (C. elegans); purified GLD-1 + fluorescein TGE RNA, fluorescence polarization; inhibition, % at 5.96 µM; actives 0.44% (n = 320,000);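 active means percent inhibition above a per-plate cutoff, the plate mean of test compounds plus 3 SD, cut at about 30% in these data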;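 further: 0% = DMSO wells with GLD-1 and probe and 100% = wells lacking GLD-1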
Target sequence (Q17339 whole entry, looked up): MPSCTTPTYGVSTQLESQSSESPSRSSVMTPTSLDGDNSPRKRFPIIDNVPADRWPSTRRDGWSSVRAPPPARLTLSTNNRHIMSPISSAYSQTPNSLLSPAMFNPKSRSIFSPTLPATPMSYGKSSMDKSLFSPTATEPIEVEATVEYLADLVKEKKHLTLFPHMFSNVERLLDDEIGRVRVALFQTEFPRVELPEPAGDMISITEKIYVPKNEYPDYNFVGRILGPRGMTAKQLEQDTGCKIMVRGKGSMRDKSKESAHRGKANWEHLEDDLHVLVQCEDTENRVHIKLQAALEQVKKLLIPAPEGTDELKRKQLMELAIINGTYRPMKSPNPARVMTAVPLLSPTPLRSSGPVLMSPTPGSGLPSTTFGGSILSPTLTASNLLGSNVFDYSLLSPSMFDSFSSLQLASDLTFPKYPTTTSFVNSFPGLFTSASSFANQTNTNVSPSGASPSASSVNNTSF
MCL1-BIM inh = inhibitors of human MCL1 binding to BIM-BH3 peptide; Q07820; GST-MCL1 / FITC-Bim-BH3 fluorescence polarization; inhibition, % at 10.9 µM; actives 0.68% (n = 320,000);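 active means inhibition above the mean inhibition of all tested compounds plus 3 SD, set per campaign, cut at about 40% in these data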;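 further: 0% = DMSO wells and 100% = unlabeled Bim-BH3 peptide control; higher means more loss of mP so more displacement of Bim peptide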
Target sequence (Q07820 whole entry, looked up): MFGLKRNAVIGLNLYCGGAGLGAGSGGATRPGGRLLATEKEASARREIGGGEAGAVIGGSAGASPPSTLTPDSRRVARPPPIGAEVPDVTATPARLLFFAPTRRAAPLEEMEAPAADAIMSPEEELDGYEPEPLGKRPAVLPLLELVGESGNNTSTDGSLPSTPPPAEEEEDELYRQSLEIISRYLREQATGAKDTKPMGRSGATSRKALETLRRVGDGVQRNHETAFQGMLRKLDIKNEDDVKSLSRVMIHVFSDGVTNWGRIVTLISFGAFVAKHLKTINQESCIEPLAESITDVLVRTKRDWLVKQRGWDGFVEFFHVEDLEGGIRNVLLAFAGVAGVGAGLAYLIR
PME-1 primary = PME-1 (human) inhibition; actives 0.53% (n = 320,000); AID 2130; inhibition, % at 5.9 µM; recombinant PME-1, FP-Rh probe fluorescence polarization; Q9Y570;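 active means inhibition above the campaign mean of all compounds plus 3 SD, cut at about 26% in these data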;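 further: competitive labeling of PME-1 active site by serine hydrolase directed probe; 0% = PME-1 with DMSO and 100% = wells lacking PME-1 enzyme; inhibitors block probe labeling so polarization falls and inhibition rises; many of its hits are not listed in these tables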
PAD4 FP inh = PAD4 (human) enzyme inhibition. Q9UM07. inhibition, % at 6.36 µM. recombinant PAD4, RCA probe fluorescence polarization. actives 0.41% (n = 330,000);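 active means percent inhibition above a cutoff equal to the mean of all tested compounds plus 3 SD, cut at about 15% in these data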;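 further: 0% = PAD4 with RCA probe and DMSO and 100% = probe without PAD4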
GSTO1 inh = blocks human GSTO1 in RBBP9 counter-screen; inhibition, % at 5.96 µM; AID 1974; recombinant GSTO1, activity-based probe fluorescence polarization; P78417; actives 1.1% (n = 300,000);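 active means inhibition above the campaign mean inhibition plus 3 SD, cut at about 35% in these data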;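 further: 0% = GSTO1-1 with DMSO and 100% = wells lacking GSTO1-1 enzyme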
TPT1 inh = blocks Candida albicans tRNA 2'-phosphotransferase | recombinant caTPT1, FP RNA substrate dephosphorylation | inhibition, % at 5 µM | actives 0.81% (n = 300,000);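 active means inhibition above the mean of all tested compounds plus 3 SD, set per screening campaign, cut at about 24% in these data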;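 further: plate controls were DMSO alone for no effect and ferristatin control at 100 nM for full effect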
Fam108B inh = Fam108B inhibition, counter-screen for RBBP9 inhibitors. recombinant Fam108B, FP-Rh probe fluorescence polarization. inhibition, % at 9.51 µM. actives 0.33% (n = 300,000);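 active means inhibition above the screen mean inhibition plus 3 SD, computed separately per campaign, cut at about 18% in these data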;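 further: inhibitors lower polarization as less probe binds the enzyme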
BCLXL inh = inhibitors of human Bcl-xL; Q07817; GST-Bcl-xL / FITC-Bim BH3 peptide fluorescence polarization; inhibition, % at 10.9 µM; actives 0.7% (n = 320,000); AID 2129;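 active means inhibition above the mean of all tested compounds plus 3 SD, cutoff set per campaign, cut at about 30% in these data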;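 further: 0% = DMSO wells and 100% = unlabeled Bim-BH3 peptide competitor; inhibitors lower millipolarization by displacing the labeled peptide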
Target sequence (Q07817 whole entry, looked up): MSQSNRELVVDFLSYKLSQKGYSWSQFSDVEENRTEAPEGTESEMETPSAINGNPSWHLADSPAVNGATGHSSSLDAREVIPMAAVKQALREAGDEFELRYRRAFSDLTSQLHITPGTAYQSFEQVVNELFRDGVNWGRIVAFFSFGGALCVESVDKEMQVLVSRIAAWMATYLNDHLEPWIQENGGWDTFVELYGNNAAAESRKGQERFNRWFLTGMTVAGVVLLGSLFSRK
The depositor's hits bear a star; · = not tested or not shown. An excerpt (hit frequency here may not be typical).

molecule,PAD4 FP inh,TPT1 inh,GLD-1 TGE inh,Fam108B inh,MCL1-BIM inh,PME-1 primary,BCLXL inh,MEX-5 binding,GSTO1 inh
COc1ccc(OC)c(NC(=O)CNC(c2ccccc2)c2ccccc2)c1,-3,0,-4,6,4,0,3,0.5,-2
C/C(=N\Nc1cccc2cccnc12)c1ccc(N)cc1,-9,4,-3,0,4,3,9,1.6,13
CCOC(=O)c1sc(NC(=O)c2ccc(S(=O)(=O)N(C)C)cc2)nc1C,-3,-1,13,1,3,2,2,2.0,3
Cc1nn(Cc2ccccc2Cl)c(C)c1NC(=O)NC12CC3CC(CC(C3)C1)C2,2,1,0,-3,1,-2,5,2.3,7
Cc1cc(C(=O)Nc2ccc(Cl)cc2)c(C)n1Cc1cccs1,3,3,0,-6,0,-8,4,0.1,0
CCC1CCC2(CC1)NC(=O)N(CC(=O)c1c(C)[nH]c3ccccc13)C2=O (configuration not stated),-1,2,-3,-4,-7,4,-6,2.4,-6
CCOc1ccccc1/C=N/NC(=O)CSc1n[nH]c(=O)[nH]c1=O,-2,3,-5,-1,15,3,0,1.6,11
Fc1ccc(COc2ccccc2CNCc2ccncc2)cc1,-3,-3,5,-2,2,1,4,0.0,2
COc1ccc([N+](=O)[O-])cc1NC(=O)C(C)OC(=O)c1ccccn1 (configuration not stated),-1,4,-1,0,-8,-1,-2,-2.0,-8
COc1ccc2c(c1)-c1c(ssc1=S)C(C)(C)N2S(=O)(=O)c1ccc(C)cc1,-1,3,3,6,13,3,7,0.2,2
Cc1ccc(NC(=O)C(C)Sc2nnc(-c3cccnc3)o2)cc1 (configuration not stated),-3,-6,0,-1,5,0,1,0.0,0
O=C(COC(=O)C1=COCCO1)NCc1ccc(F)cc1,0,-2,-1,6,-5,-12,0,-3.9,2
Cc1cc(S(=O)(=O)ON2C(=O)c3ccccc3C2=O)ccc1F,-1,-7,-2,7,4,7,12,-0.3,6
CCCCc1nc2cc(C(=O)N3CCCC(COC)C3)ccc2o1 (configuration not stated),-4,-1,7,-4,0,4,1,-0.4,-2
CCOC(=O)C(C(=O)NCc1ccc(C)cc1)c1ncc(C(F)(F)F)cc1Cl (configuration not stated),-11,-2,0,-4,1,5,2,-0.2,-2
CCCCOc1ccc(NC(=O)CSc2cccc3cccnc23)cc1,0,1,3,2,3,3,3,1.7,8
Cc1ccc(NC(=O)CN2C(=O)S/C(=C\c3cc(C)n(-c4cccc(C(=O)O)c4)c3C)C2=O)cc1,-6,1,-3,-1,0,-4,5,0.1,-21
CN1CCN(c2nc(Nc3cccc(C(F)(F)F)c3)nc(N3CCOCC3)n2)CC1,-3,1,6,-3,11,-2,0,2.3,1
Cc1c(OC(C)C(=O)NCc2ccncc2)ccc2c3c(c(=O)oc12)CCCC3 (configuration not stated),3,0,3,1,-2,-1,3,0.2,-13
CCN(CCNC(=O)C1=C(C)C(=O)OC12CCC(C)CC2)c1ccccc1 (configuration not stated),3,-1,0,2,-4,2,0,0.5,7
CCn1c(SCC(=O)c2ccc(OC)cc2)nnc1C(C)NC(=O)c1ccc(OC)cc1 (configuration not stated),1,-2,1,2,1,0,-2,0.2,8
CC[N+](C)(CC)CC(=O)OCC1C(C)C=C(C)CC1C (configuration not stated),-3,-1,5,-3,-15,0,-9,-0.2,2
CCn1nnnc1Oc1ccc(Cl)cc1,0,-3,4,-4,1,3,-2,-2.3,-1
COc1ccc(C2C(C(=O)Nc3ccccn3)=C(C)Nc3ncnn32)c(OC)c1 (configuration not stated),-3,-3,-2,-1,2,-3,7,-1.1,8
O=C(N/N=C/c1cccnc1)c1ccccc1,1,0,-1,1,-3,-6,-2,-2.3,-2
CN(Cc1ccccc1)C(=O)Cc1ccccc1,-2,-2,-1,3,6,2,-2,-3.3,2
CC(C)(Sc1ccc(CCN(CCCCC2CCCCC2)C(=O)NC2CCCCC2)cc1)C(=O)O,-2,0,2,-3,12,-4,7,·,-4
COc1ccc(CNC(=O)C(=O)NCC2OCCN2S(=O)(=O)c2ccc3c(c2)OCCO3)cc1 (configuration not stated),2,4,0,-2,7,-2,8,-1.3,3
O=S(=O)(c1ccccc1)c1cccc(S(=O)(=O)N2CCCCC2)c1,5,1,7,4,0,10,-1,1.4,-1
CC(=O)NN1CCc2cc3ccc(C)cc3nc21,-12,-9,15,1,20,-5,17,-2.8,0

Some of the entries above, set out differently.
Each structure is followed by: PAD4 FP inh, TPT1 inh, GLD-1 TGE inh, Fam108B inh, MCL1-BIM inh, PME-1 primary, BCLXL inh, MEX-5 binding, GSTO1 inh
- COc1ccc(OC)c(NC(=O)CNC(c2ccccc2)c2ccccc2)c1
→ -3, 0, -4, 6, 4, 0, 3, 0.5, -2
- C/C(=N\Nc1cccc2cccnc12)c1ccc(N)cc1
→ -9, 4, -3, 0, 4, 3, 9, 1.6, 13
- CCOC(=O)c1sc(NC(=O)c2ccc(S(=O)(=O)N(C)C)cc2)nc1C
→ -3, -1, 13, 1, 3, 2, 2, 2.0, 3
- Cc1nn(Cc2ccccc2Cl)c(C)c1NC(=O)NC12CC3CC(CC(C3)C1)C2
→ 2, 1, 0, -3, 1, -2, 5, 2.3, 7
- Cc1cc(C(=O)Nc2ccc(Cl)cc2)c(C)n1Cc1cccs1
→ 3, 3, 0, -6, 0, -8, 4, 0.1, 0
- CCC1CCC2(CC1)NC(=O)N(CC(=O)c1c(C)[nH]c3ccccc13)C2=O (configuration not stated)
→ -1, 2, -3, -4, -7, 4, -6, 2.4, -6
- CCOc1ccccc1/C=N/NC(=O)CSc1n[nH]c(=O)[nH]c1=O
→ -2, 3, -5, -1, 15, 3, 0, 1.6, 11
- Fc1ccc(COc2ccccc2CNCc2ccncc2)cc1
→ -3, -3, 5, -2, 2, 1, 4, 0.0, 2
- COc1ccc([N+](=O)[O-])cc1NC(=O)C(C)OC(=O)c1ccccn1 (configuration not stated)
→ -1, 4, -1, 0, -8, -1, -2, -2.0, -8
- COc1ccc2c(c1)-c1c(ssc1=S)C(C)(C)N2S(=O)(=O)c1ccc(C)cc1
→ -1, 3, 3, 6, 13, 3, 7, 0.2, 2
- Cc1ccc(NC(=O)C(C)Sc2nnc(-c3cccnc3)o2)cc1 (configuration not stated)
→ -3, -6, 0, -1, 5, 0, 1, 0.0, 0
- O=C(COC(=O)C1=COCCO1)NCc1ccc(F)cc1
→ 0, -2, -1, 6, -5, -12, 0, -3.9, 2
- Cc1cc(S(=O)(=O)ON2C(=O)c3ccccc3C2=O)ccc1F
→ -1, -7, -2, 7, 4, 7, 12, -0.3, 6

Following part.
molecule,PAD4 FP inh,TPT1 inh,GLD-1 TGE inh,Fam108B inh,MCL1-BIM inh,PME-1 primary,BCLXL inh,MEX-5 binding,GSTO1 inh
N#Cc1ccc(C(=O)N(Cc2ccccc2)c2ccccc2)cc1,5,-1,7,0,5,1,2,-1.0,10
CCOCCCNC(=O)N[C@H](C(=O)OC)C(C)CC (some centres not stated),2,-6,1,-1,4,-3,-4,·,4
CC(OC(=O)c1ccc(Cl)nc1)C(=O)NC1CCCC1 (configuration not stated),2,·,3,·,5,0,7,·,·
O=C(CN1C(=O)NC2(CCc3ccccc3C2)C1=O)NCc1ccco1 (configuration not stated),3,2,1,-3,9,2,8,-1.8,15
COc1ccc(C(=O)NCC(=O)OCc2ccccc2F)cc1,6,-1,2,5,3,1,4,1.0,5
CC(NC(=O)c1ccco1)C(=O)N1CCN(c2cccc(C(F)(F)F)c2)CC1 (configuration not stated),-6,·,7,·,1,11,-1,·,·
COC(=O)c1ccccc1NC(=O)c1cc[n+]([O-])cc1,0,0,9,-1,-2,0,6,-2.6,-2
CC(C)C(=O)N1CCN(c2c(Cl)cccc2[N+](=O)[O-])CC1,-3,0,-3,1,4,1,5,0.4,-7
CC(c1ccco1)N(C(=O)c1cccc(S(=O)(=O)N(C)C)c1)c1ccccn1 (configuration not stated),-4,-1,6,1,5,8,5,1.1,6
CN1CCC(N(CCc2ccccc2)C(=O)CCC(=O)O)CC1,-1,1,3,5,-4,-3,1,1.0,-1
COc1ccc(C(=O)Nc2ccc(-c3nnn(CC(=O)NCc4ccco4)n3)cc2)cc1,-7,-1,-6,-16,-8,-30,-3,-1.3,-15
COc1ccc(-c2cc(N3C(=O)Nc4ccccc4N3O)n[nH]2)cc1OC,-3,-4,-3,-3,-6,4,2,-1.3,-3
O=C(Nc1ccccc1)c1cccnc1NCCc1ccccc1,-2,-4,-5,-6,4,5,3,1.3,3
CC(C)OCCCNC(=O)CCN1C(=O)COc2ccccc21,-5,-1,3,0,3,-1,4,2.0,1
Cc1ccc(NC(=O)CSc2nnc(-c3cccnc3)n2CCN2CCCCC2)cc1,-2,4,-4,-6,5,0,1,1.0,0
COc1ccc(NC(=O)C2C(c3ccccc3)C2(Cl)Cl)c(OC)c1 (configuration not stated),-4,-5,-10,5,12,8,5,0.4,5
S=C(Nc1ccccc1)Nc1ccc(Br)cc1,1,4,8,-3,2,-3,1,1.2,2
CCOC(=O)NNC1CC(=O)N(c2ccc(OC)cc2)C1=O (configuration not stated),-6,-4,-5,-2,-7,0,-4,1.9,1
O=C(Nc1nccs1)c1ccc(Br)c(S(=O)(=O)N2CCCC2)c1,-5,4,3,3,5,9,2,3.5,-1
CCOC(=O)c1c(NC(=O)COC(=O)c2c(C)noc2C)sc2c1CCC2,-7,3,5,3,3,-6,2,2.5,-6
CC/C=C\[C@H](O)[C@H](O)C1=C(C)C(=O)[C@]2(O1)C(=O)N[C@@](OC)(C(=O)c1ccccc1)C2O (some centres not stated),-3,0,5,3,8,2,5,-0.2,8
O=C(COc1ccc([N+](=O)[O-])cc1)Nc1cccc(C(=O)Nc2ccccc2C(=O)O)c1,0,-2,4,-4,12,-29,13,-9.1,-24
CCNC(=O)CC1C(=O)N(c2ccc(C)cc2)C(=O)N1CCC(C)C (configuration not stated),0,2,11,5,-1,-4,0,0.2,2
COc1ccc(C(=O)/C(=C\c2ccco2)N2C=CC=CC2=C(C#N)C#N)cc1,-1,2,12,1,23,3,17,-3.7,20
COc1cc(/C=N/NC(=O)c2cccc(S(=O)(=O)N3CCCC3)c2)ccc1O,1,0,-2,1,-3,5,-2,0.6,2
O=C(Nc1ccc2c(c1)OCCO2)C1CCN(S(=O)(=O)c2ccccc2)CC1,-3,-11,-1,2,4,13,4,1.4,5
Cc1ccc(/C=N/NC(=O)CNC(=O)c2cccs2)cc1,3,-3,2,3,2,-3,-1,0.3,5
CC(C)n1nc(C(=O)Nc2cccc(S(=O)(=O)N3CCCCC3)c2)c2ccccc2c1=O,-4,·,6,·,0,-14,1,·,·
N#Cc1ccccc1Cn1cc(/C=C/[N+](=O)[O-])c2ccccc21,-6,4,-5,-8,-1,-9,2,-0.9,0
O=C(O)C1CC=CCC1C(=O)N1CC=C(c2ccccc2)CC1 (configuration not stated),-5,-6,7,1,4,-2,8,-3.4,5
